Bioassay records from PubChem BioAssay.
Autophagy mod = modulators of autophagy; calls only at 10 µM (by protocol); MEF GFP-LC3 puncta imaging; test concentration mostly 10 µM; 190,000 tested, 0.98% active;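 active = percentage of spot-positive cells more than 3 SD above its plate mean, without a fluorescence outlier flag or 80% toxicity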;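 also: spot-positive cell cutoff set from DMSO-treated cells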
P. falciparum M17LAP = P. falciparum M17LAP inhibitors, primary screen, biochemical, fluorogenic H-Leu-NHMec substrate, 1536-well (AID 1619); one-dose inhibition, % at 30 µM; IC50 in µM for titrated hits; recombinant M17LAP, H-Leu-NHMec fluorogenic kinetic assay; higher % means a stronger effect; 220,000 tested, 0.38% active;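 active = compound inhibiting the enzyme by more than half at any dose during confirmatory dose-response retesting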;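 also: plate controls were full reaction with DMSO carrier for no effect and no enzyme background for full effect; strong numbers were not always called active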
b-catenin transl = modulators of beta-catenin nuclear translocation | HeLa beta-catenin nuclear translocation, immunofluorescence imaging | nuclear translocation activity, % at 5 µM | 190,000 tested, 0.3% active;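 active = nuclear translocation activity above 50% at 5 µM, with a well cell count of 50 or more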;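 also: per-cell ratio of nuclear to cytoplasmic median beta-catenin stain intensity; plate controls were DMSO negative control for no effect and GSK-3 inhibitor IX positive control for full effect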
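Test system: human HeLa cell line; Doses: 5 µM primary, 0.02–20 µM confirmation; Incubation: 24 h compound exposure, 37°C; Detection: beta-catenin immunofluorescence imaging with DAPI; Read-out: beta-catenin nuclear/cytoplasmic ratio, % activation.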
M1AAP inhibition = P. falciparum M1AAP inhibitors, biochemical, fluorogenic H-Leu-NHMec substrate, 1536-well (AID 1445); recombinant M1AAP, H-Leu-NHMec fluorogenic kinetic assay; higher % means a stronger effect; inhibition, % at 30 µM, or IC50 in µM where a hit was titrated; 220,000 tested, 0.42% active;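 active = primary inhibition above the hit cutoff, then over 50% inhibition at one or more dose response concentrations, cut at about 23% in these data, passing the limit was not always enough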;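 also: plate controls were DMSO full reaction for no effect and no enzyme background for full effect; strong numbers were not always called active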
K1F lysis inhibition = inhibition of K1F phage lysis, E. coli UTI89, bacterial capsule biogenesis inhibitors, alamar blue (AID 488966); E. coli UTI89 K1F phage lysis, alamar blue, 2 h; higher % means a stronger effect; one-dose inhibition, % at 100 µM; IC50 in µM for titrated hits; 340,000 tested, 0.02% active;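 active = phage lysis inhibition, versus mean bacterial control, above a set limit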;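 also: capsule biogenesis inhibitors block K1F phage lysis so surviving cells raise fluorescence; higher fluorescence means more inhibition of phage lysis; actives were called in the ten point dose series up to 300 µM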
Dynein cargo inh = dynein cargo transport inhibition. 3617.4 mouse cells, GR-EGFP nuclear translocation imaging; test concentration mostly 20 µM; stimulated with dexamethasone, 1 µM; hits give low values. z-score, hits read low. 220,000 tested, 0.47% active. AID 1381;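 active = plate z-score of nuclear minus cytoplasmic receptor signal below a set negative limit, without overly bright fluorescence or cell loss, cut at about -3.5 in these data, passing the limit was not always enough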;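 also: z-score of nuclear minus cytoplasmic ring GR-EGFP intensity difference per well; some compounds called inactive have numbers as strong as hits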
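Buffer or medium – tet-free medium with charcoal-stripped serum · Signal – automated 10x imaging of fixed Hoechst-stained cells · Also added – dexamethasone agonist, 1.0 µM final, for 30 min · Incubation – induction 48 h, compound 1 h, agonist 30 min · Read-out – GR-EGFP nuclear translocation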
ER stress rescue = protection against thapsigargin-triggered cell killing – 384-well, CSM14.1, ATP luminescence, primary screen (AID 1222). CSM14.1 thapsigargin-induced death rescue, ATP luminescence; higher % means a stronger effect. one-dose cellular ATP content (survival), % at 20 µM; EC50 in µM for titrated hits. 190,000 tested, under 10 active;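 active = EC50 below 50 µM in the dose-response confirmation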;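 also: death triggered by thapsigargin at about 15 µM added after 2 h compound pretreatment; cell ATP read after overnight thapsigargin exposure of roughly 18 to 22 hours; normalized against plate controls of thapsigargin alone and 5% DMSO vehicle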
Ins promoter up = MIN6 insulin promoter up-regulation | z-score at 5 µM | MIN6 insulin promoter-GFP reporter, high-content imaging; hits give high values | 190,000 tested, 0.3% active;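 active = z-score above 3 at 5 µM with at least 500 cells counted in the well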
MT stabilizer = stabilizes microtubules in HeLa cells. HeLa tubulin immunostaining HCS, 24 h; share of cells brighter than vehicle mean+2SD. % tubulin-high responders, % at 10 µM. 200,000 tested, 0.83% active. AID 2205;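 active = plate Z-score above 3 for both tubulin-high and condensed-nucleus cell shares, with cell loss under 80%, at 10 µM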;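 also: anti alpha tubulin signal scored within the nucleus-defined area of each cell; some results filed as inactive read as strong as hits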
Dynein cargo inh cytoplasmic EGFP = second read-out of Dynein cargo inh, no call of its own (marks repeat the call); z-score; measured here: cytoplasmic GR-EGFP intensity; hits give high values
Dynein cargo inh nuclear GR-EGFP = further read-out of Dynein cargo inh, marked with its call; z-score; measured here: nuclear GR-EGFP intensity;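 lower value marks the stronger effect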
Dynein cargo inh cell count = second read-out of Dynein cargo inh, no call of its own (marks repeat the call); z-score; measured here: cell count per field
Ins promoter up cell count = further read-out of Ins promoter up, marked with its call; cell count; measured here: cytotoxicity, nuclei count;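 total cells summed across four imaged fields per well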
b-catenin transl cell count 5 µM = further read-out of b-catenin transl, marked with its call; cell count; measured here: cell count, cytotoxicity flag
MT stabilizer Hoechst-high % = second read-out of MT stabilizer, no call of its own (marks repeat the call); % Hoechst-high responders; measured here: nuclear condensation Hoechst responders;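 share of cells brighter than vehicle mean plus two SD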
MT stabilizer cytotoxicity % = recorded beside MT stabilizer, whose call it bears; toxicity, %; measured here: cytotoxicity by cell density;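 0% = mean cell density of plate MIN control wells and 100% = no cells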
Autophagy mod cell loss 18 h = recorded beside Autophagy mod, whose call it bears; toxicity, %; measured here: cell loss, nuclei count;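 cell loss after 18 h compound exposure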
Starred values were filed as active, the others as inactive; i = inactive; nt = not tested or not shown; & = joins results of further samples; [ ] = remark or other dose.

nr	compound	Autophagy mod	Autophagy mod cell loss 18 h	P. falciparum M17LAP	b-catenin transl	b-catenin transl cell count 5 µM	M1AAP inhibition	K1F lysis inhibition	Dynein cargo inh	Dynein cargo inh cytoplasmic EGFP	Dynein cargo inh nuclear GR-EGFP	Dynein cargo inh cell count	ER stress rescue	Ins promoter up	Ins promoter up cell count	MT stabilizer	MT stabilizer Hoechst-high %	MT stabilizer cytotoxicity %
1	O=S(=O)(c1ccc(NC(=S)N/N=C/c2ccc(N3CCOCC3)cc2)cc1)N1CCOCC1	i	-5.0	-4.1%	2.0	823	12.8%	2.7%[50 µM]	-0.787	-0.265	-0.657	0.636	0.0%	0.08	1175	1.6	1.4	1.0
2	CC(=O)Nc1ccc(C(=O)CSc2nnnn2C)cc1	nt	nt	16.9%	0.6	1349	4.3%	0.1%	-0.336	-0.225	0.245	-0.697	nt	-0.02	1072	nt	nt	nt
3	Cc1ccc2nc(Cl)c(C3CC(c4cccs4)=NN3C(=O)CCCC(=O)O)cc2c1 (stereo unspecified)	i	4.2	-9.1%	-0.9	1026	10.3%	0.0%	0.446	-0.273	-0.192	-0.0547	1.2%	0.01	1228	2.3	2.1	9.9
4	COCCN(C(=O)COc1ccc(Cl)cc1)c1nnc(-c2cccnc2)s1	i	2.4	-24.4%	0.0	1196	-6.8%	4.1%	0.669	-0.271	0.321	0.197	-1.9%	0.44	1197	3.7	1.9	0.4
5	CCO/C([O-])=N/c1c[n+](N2CCOCC2)no1	i	-1.0	-0.3%	nt	nt	-2.7%	3.2%&3.4%	0.014	-0.293	0.469	0.326	-1.4%	nt	nt	2.6	2.1	11.2
6	O=C(Nc1ccc(N2CCOCC2)c(Cl)c1)c1cccc(F)c1	i	-3.2	5.8%	-0.6	1152	11.4%	0.4%	-0.464	-0.254	-0.164	0.0826	-1.6%	0.08	1144	3.5	2.0	5.0
7	O=C(N=Nc1c(O)[nH]c2ccccc12)c1ccccc1NS(=O)(=O)c1cccs1	i	6.3	8.9%	-0.6	994	1.8%	-2.4%	0.311	-0.227	0.237	0.566	0.4%	0.09	1357	2.0	2.3	8.0
8	Cc1cc(NC(=O)c2cc3ccccc3oc2=O)no1	i	-4.0	-9.1%	-0.5	1405	0.8%	0.8%	-0.276	0.0729	-0.125	0.217	-0.1%	0	1498	1.8	1.4	7.7
9	Cc1c(C(=O)NC(=S)NCC(C)C)oc2ccccc12	i	-7.0	2.2%	-0.7	981	2.7%	2.7%	0.0383	-0.25	1.13	-0.647	-1.5%	nt	nt	4.4	3.5	6.5
10	COc1ccccc1N1CCN(S(=O)(=O)c2cc(C)sc2C)CC1	i	4.8	16.5%	nt	nt	8.4%	0.1%	-0.676	-0.281	-0.253	0.513	-1.1%	-0.9	922	2.1	2.7	11.3
11	Cc1ccccc1NC(=O)CCC(=O)N/N=C/c1cc([N+](=O)[O-])ccc1O	i	7.8	27.9%	-1.8	590	21.5%	-0.9%	-0.38	-0.192	-0.501	0.721	2.1%	0.56	1273	2.2	2.0	1.1
12	CNC(=O)COC(=O)CNC(=O)c1cc(Cl)cc([N+](=O)[O-])c1	i	4.8	3.4%	0.7	1054	2.4%	-0.5%	-1.31	-0.221	-0.719	0.861	1.1%	0.27	1235	1.5	1.7	7.0
13	CN1CCO/C1=C(\C(Cl)=C(Cl)Cl)[N+](=O)[O-]	i	-5.5	5.9%	-4.8	1131	-0.1%	1.4%	0.973	-0.0354	1.01	-2.12	0.6%	-0.15	1187	1.4	1.5	2.9
14	COC(=O)c1cccc(NC(=O)COc2cccc([N+](=O)[O-])c2)c1	i	-28.8	-2.2%	-1.8	941	3.0%	-1.1%	-0.426	-0.241	-0.215	0.287	-0.9%	-0.41	1580	4.0	2.5	8.2
15	CS(=O)(=O)N(CC(=O)N1CCN(c2ccccc2F)CC1)c1cccc(C(F)(F)F)c1	i	4.8	4.4%	-2.8	940	-3.5%	0.1%	-0.569	-0.186	0.0487	0.278	0.7%	-1.6	1253	3.5	1.5	11.9
16	COc1cc(CNCCN2CCOCC2)ccc1OCc1ccccc1Cl	i	-18.1	9.2%	3.2	1384	5.7%	2.1%	-0.31	-0.225	0.379	1.31	-1.6%	-0.88	986	3.8	2.8	7.8
17	O=C(Cn1cnc2sc(-c3ccccc3)cc2c1=O)NCc1ccco1	i	26.9	15.1%	6.7	911	4.5%	-0.3%	-1.02	-0.241	-0.479	1.19	nt	0.45	1142	27.1*	13.2*	49.5*
18	CC(NC(=O)NC1CCCCC1)c1ccccc1 (stereo unspecified)	i	-4.9	-3.0%	1.4	892	7.0%	0.9%	-0.518	-0.266	-0.388	0.735	-1.0%	0.21	1376	1.1	3.1	8.8
19	C=CCNC(=O)C1CCN(S(=O)(=O)c2ccccc2)CC1	i	0.1	10.6%	0.4	1011	-0.3%	0.5%	0.606	-0.31	0.34	-0.338	3.5%	0.31	1754	5.8	2.4	1.5
20	CC(C)NC(=O)C(=O)NCCN1CCN(C(=O)c2ccc(C(C)(C)C)cc2)CC1	i	-9.6	2.8%	-0.7	1087	7.2%	0.1%	0.655	-0.332	0.611	0.297	0.3%	0.65	1594	1.8	4.2	16.3
21	COc1ccc(OCCOc2ccc(C)nc2[N+](=O)[O-])cc1	i	6.3	7.2%	0.5	531	3.5%	0.0%	-0.729	-0.235	-0.649	0.763	-7.3%	0.09	1189	2.9	4.9	1.2
22	CSCCC1NC(=O)N(CC(=O)Nc2c(Cl)cc(Cl)cc2Cl)C1=O (stereo unspecified)	i	-1.1	-4.5%	-0.3	1192	-1.7%	3.1%	-0.254	-0.323	0.0818	0.0755	-1.7%	-0.28	1263	2.4	1.6	7.8
23	NC(=O)c1cnn(Cc2ccc(Cl)cc2)c1N	i	-7.8	-6.7%	-0.4	1436	11.8%	0.2%	-0.494	-0.221	-0.161	0.575	-0.5%	0.24	1651	1.6	1.8	3.5
24	CC(C)(C)C1(O)CC(C(F)(F)F)=NN1C(=O)CCc1ccccc1 (stereo unspecified)	i	-8.0	1.6%	-0.5	1550	5.2%	0.1%	0.639	-0.0152	-0.184	0.221	-1.3%	-0.65	1521	5.0	2.6	7.3
25	C[n+]1c2n(c3ccccc31)N=C(c1ccc(Br)cc1)CS2	i	18.6	-1.2%	-0.6	978	0.3%	0.0%	-0.38	-0.301	-0.291	0.0425	-0.2%	-2.9	687	3.9	1.9	4.0
26	O=C(O)CCC(=O)N1CCCC1	i	-10.4	-0.1%	-1.0	1080	-7.9%	0.9%	0.904	-0.237	0.569	-0.787	1.6%	-1.25	1154	3.2	2.2	12.6
27	COc1ccc(CC(C)N2CCN(Cc3ccccc3)CC2)c(OC)c1 (stereo unspecified)	i	8.8	1.5%	-1.0	1140	5.6%	4.4%	-0.206	-0.113	-0.0534	-0.462	-0.4%	-0.68	1929	3.9	3.2	4.6
28	COC(=O)c1cc(NC(=O)c2ccc(-c3ccccc3)cc2)ccc1Cl	i	-1.0	9.5%	nt	nt	-3.9%	1.8%[50 µM]	0.232	-0.234	0.194	1.07	-1.8%	0.09	1177	3.2	1.5	4.4
29	CC(NC(=O)C1CCCN(S(=O)(=O)c2cnc[nH]2)C1)c1ccccc1 (stereo unspecified)	i	7.2	-3.2%	nt	nt	0.5%	10.1%	-0.563	-0.253	-0.29	0.669	-1.2%	-0.61	1023	4.4	2.2	4.0
30	COC(=O)C1=C(C(=O)OC)[C@@H]2N(C)c3ccccc3[C@@]23C[C@@H](C(=O)OC)N(C(=O)CC(C)C)C3=N1	nt	nt	2.1%	0.6	1128	1.4%	4.1%	-0.893	-0.868	-0.417	0.558	nt	-0.12	1089	nt	nt	nt
31	O=C(c1cc(Cl)nc2ccccc12)N1CCCCC1	i	7.3	-7.9%	-0.7	1283	4.2%	0.4%	-0.65	-0.185	-0.379	0.341	4.9%	0	1669	1.8	1.2	4.5
32	COCCSc1ccccc1C(=O)NCC1CCCO1 (stereo unspecified)	i	34.3	-10.4%	-1.2	1132	-5.9%	-0.2%	-0.106	-0.191	0.432	-0.614	4.6%	-0.62	1193	3.1	2.1	8.2
33	COc1ccc(NC(=O)CN(Cc2ccccc2)S(C)(=O)=O)c(OC)c1	i	-7.6	7.2%	-0.5	1377	-3.7%	1.7%	0.239	-0.469	0.232	0.466	-0.7%	0.36	1335	3.2	2.4	4.1
34	Cc1cc(C(=O)N2CCN(c3ccccc3)CC2)c(C)o1	i	-9.5	0.4%	-1.8	1339	4.4%	0.3%	-0.156	-0.19	-0.901	0.764	-2.0%	0.33	1581	3.2	1.5	0.6
35	COc1ccccc1/C=C/CN1CCCC(CO)(Cc2cccc(Cl)c2)C1 (stereo unspecified)	i	15.9	1.0%	0.9	930	1.2%	0.0%	-1.11	-0.315	-0.385	0.849	-4.0%	0.31	1378	3.7	2.4	4.3
